From PubChem BioAssay
MT stabilizer: microtubule stabilizers in HeLa cells, primary screen, imaging, high-content imaging. HeLa tubulin immunostaining HCS, 24 h; share of cells brighter than vehicle mean+2SD. % tubulin-high responders, % at 10 µM. hit rate 0.83% among 200,000. AID 2205, 2009;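 active = plate Z-score above 3 for both tubulin-high and condensed-nucleus cell shares, with cell loss under 80%, at 10 µM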;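 also: anti alpha tubulin signal scored within the nucleus-defined area of each cell; some results filed as inactive read as strong as hits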
PMI inhibitors: inhibitors of human PMI, primary screen, biochemical, fluorescence intensity, coupled assay (AID 1209) | hit rate 0.42% among 190,000 | one-dose inhibition, % at 20 µM; IC50 in µM for titrated hits | purified PMI enzyme, coupled fluorescence intensity; higher % means a stronger effect;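 also: plate controls were DMSO vehicle for no effect and wells lacking substrate for full effect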
WT yeast gro inh: growth inhibition of WT strain, primary screen, mitochondrial fusion inhibitor project, WT and mutant strains, chemical genetic. mitochondrial fusion phenotypic screen. inhibition, % at 10 µM. hit rate 2.1% among 190,000; in the data active = inhibition above about 58%; tested in S. cerevisiae
Ins promoter up: insulin promoter activators in MIN6 cells, imaging, high-content screening, mouse beta cells; MIN6 insulin promoter-GFP reporter; hits give high values; hit rate 0.3% among 190,000; z-score at 5 µM;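 active = z-score above 3 at 5 µM with at least 500 cells counted in the well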
human PMI inhibitors: human PMI inhibitors, high substrate, primary screen, biochemical, fluorescence intensity, high mannose 6-phosphate (AID 1220); Mannose-6-phosphate isomerase (Homo sapiens); recombinant PMI enzyme, coupled fluorescence intensity; higher % means a stronger effect; inhibition, % at 20 µM, or IC50 in µM where a hit was titrated; hit rate 0.66% among 190,000
Dynein cargo inh: inhibitors of GR-EGFP nuclear translocation, primary screen, dynein cargo transport inhibitor project, imaging, high-content, 3617.4 mouse cells | test concentration mostly 20 µM; stimulated with dexamethasone, 1 µM; hits give low values | z-score, hits read low | hit rate 0.47% among 220,000;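 active = plate z-score of nuclear minus cytoplasmic receptor signal below a set negative limit, without overly bright fluorescence or cell loss, cut at about -3.5 in these data, passing the limit was not always enough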;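 also: z-score of nuclear minus cytoplasmic ring GR-EGFP intensity difference per well; some compounds called inactive have numbers as strong as hits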
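Buffer or medium – tet-free medium with charcoal-stripped serum · Signal – automated 10x imaging of fixed Hoechst-stained cells · Also added – dexamethasone agonist, 1.0 µM final, for 30 min · Incubation – induction 48 h, compound 1 h, agonist 30 min · Read-out – GR-EGFP nuclear translocation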
Yfh1-off respiration: enhancers of respiration in Yfh1-depleted yeast, dose response, Friedreich's ataxia, plus single-dose screen (AID 1465); hit rate 0.074% among 220,000; one-dose fold induction at 50 µM; EC50 in µM for titrated hits; S. cerevisiae Yfh1-off respiration, WST-1 reduction, 72 h; higher fold induction means a stronger effect;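 active = fold induction of absorbance versus untreated yeast above a set limit, then at least 30% activation at any dose in follow-up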;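 also: activators that raise dye reduction in frataxin-depleted yeast; strong numbers were not always called active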
bCat nuc transl: modulators of beta-catenin nuclear translocation, primary screen, imaging, HeLa cells, immunofluorescence, high-content. nuclear translocation activity, % at 5 µM. hit rate 0.3% among 190,000. AID 1665, 2009;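 active = nuclear translocation activity above 50% at 5 µM, with a well cell count of 50 or more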;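 also: per-cell ratio of nuclear to cytoplasmic median beta-catenin stain intensity; plate controls were DMSO negative control for no effect and GSK-3 inhibitor IX positive control for full effect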
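Assay system: human HeLa cells, native beta-catenin; doses: 5 µM primary, 0.02–20 µM confirmation; incubation: compound treatment 24 h, 37°C, 5% CO2; technique: fluorescence imaging of beta-catenin antibody stain plus DAPI; measure: % activation, nuclear-to-cytoplasmic median beta-catenin signal ratio per cell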
Autophagy mod: autophagy modulators in MEF cells, primary screen, imaging, high-content, MEF GFP-LC3 | MEF GFP-LC3 puncta imaging; test concentration mostly 10 µM | calls only at 10 µM (by protocol) | hit rate 0.98% among 190,000;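 active = percentage of spot-positive cells more than 3 SD above its plate mean, without a fluorescence outlier flag or 80% toxicity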;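 also: spot-positive cell cutoff set from DMSO-treated cells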
WT yeast gro inh mutant strain: also measured in WT yeast gro inh; calls as there; inhibition, %; mitochondrial fusion phenotypic screen, mutant strain inhibition
Dynein cargo inh cytoplasmic EGFP: second read-out of Dynein cargo inh, no call of its own (marks repeat the call); z-score; measured here: cytoplasmic GR-EGFP intensity; hits give high values
Dynein cargo inh nuclear GR-EGFP: recorded beside Dynein cargo inh, whose call it bears; z-score; measured here: nuclear GR-EGFP intensity;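 lower value marks the stronger effect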
Dynein cargo inh cell count: second read-out of Dynein cargo inh, no call of its own (marks repeat the call); z-score; measured here: cell count per field
Ins promoter up cell count: also measured in Ins promoter up; calls as there; cell count; measured here: cytotoxicity, nuclei count;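 total cells summed across four imaged fields per well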
bCat nuc transl cell count 5 µM: recorded beside bCat nuc transl, whose call it bears; cell count; measured here: cell count, cytotoxicity flag
MT stabilizer Hoechst-high %: recorded beside MT stabilizer, whose call it bears; % Hoechst-high responders; measured here: nuclear condensation Hoechst responders;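 share of cells brighter than vehicle mean plus two SD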
MT stabilizer cytotoxicity %: second read-out of MT stabilizer, no call of its own (marks repeat the call); toxicity, %; measured here: cytotoxicity by cell density;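 0% = mean cell density of plate MIN control wells and 100% = no cells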
Autophagy mod cell loss 18 h: further read-out of Autophagy mod, marked with its call; toxicity, %; measured here: cell loss, nuclei count;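 cell loss after 18 h compound exposure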
The depositor's hits bear a star; i = inactive; . = no result given. Rule as the data show it, unless noted: active = inhibition above about 50%; inactive = the rest.

| entry | canonical_smiles | MT stabilizer | MT stabilizer Hoechst-high % | MT stabilizer cytotoxicity % | PMI inhibitors | WT yeast gro inh | WT yeast gro inh mutant strain | Ins promoter up | Ins promoter up cell count | human PMI inhibitors | Dynein cargo inh | Dynein cargo inh cytoplasmic EGFP | Dynein cargo inh nuclear GR-EGFP | Dynein cargo inh cell count | Yfh1-off respiration | bCat nuc transl | bCat nuc transl cell count 5 µM | Autophagy mod | Autophagy mod cell loss 18 h |
| --- | --- | --- | --- | --- | --- | --- | --- | --- | --- | --- | --- | --- | --- | --- | --- | --- | --- | --- | --- |
| 1 | CCOC(=O)C1=C(c2ccccc2)ON(C)C1c1ccccc1 (stereo unspecified) | 3.8 | 4.1 | 3.8 | 3.9% | -14.8 | -26.1 | 0.15 | 1188 | 5.7% | -0.62 | -0.282 | -0.469 | 0.234 | i | -1.5 | 1045 | i | -10.2 |
| 2 | O=C1OCc2cc(-n3cccc3)ccc21 | 2.7 | 2.7 | 2.1 | -19.4% | -2.2 | 1.6 | -0.16 | 1124 | -15.6% | -0.994 | -0.323 | -0.439 | 0.608 | i | . | . | i | -4.6 |
| 3 | CN1CCc2c(C#N)c(N3CCCCC3)nc(NCc3ccccc3)c2C1 | 4.0 | 1.7 | 10.7 | 26.6% | 1.5 | 2.2 | -1.81 | 776 | 53.0%* | -0.181 | 0.0105 | 0.283 | -0.0247 | i | 0.5 | 1221 | i | -18.7 |
| 4 | C=CCN(C(=O)c1cccc(N2C(=O)C3CC=CC(C)C3C2=O)c1)c1ccccc1 (stereo unspecified) | 2.3 | 1.6 | 2.2 | -16.6% | 16.1 | 24.3 | -0.79 | 1196 | -15.0% | -0.279 | -0.217 | -0.422 | 0.838 | i | . | . | i | -8.3 |
| 5 | Cn1c(=O)c(=O)n(C)c2cc(S(=O)(=O)N3CCCC3C(=O)NCc3cccnc3)ccc21 (stereo unspecified) | . | . | . | . | . | . | -1.35 | 1097 | . | -0.14 | -0.00254 | 0.12 | -0.347 | i | -1.7 | 1325 | . | . |
| 6 | Cc1cc(C(=O)CSc2nnc3c(Cl)cc(Cl)cn23)c(C)n1C | 2.0 | 1.0 | 2.1 | -9.6% | -4.4 | -1.9 | -0.03 | 1421 | -9.0% | -0.0515 | -0.197 | -0.0447 | 0.389 | i | -2.0 | 1304 | i | -1.4 |
| 7 | Cc1ccc(N2C(=O)c3cccc(Oc4ccc(Cl)cc4)c3C2=O)c(C)c1 | 4.1 | 1.4 | 0.8 | 17.8% | 34.0 | 6.4 | 0 | 1347 | 50.4%* | 0.975 | -0.253 | 0.648 | -1.18 | i | -0.3 | 1075 | i | 3.1 |
| 8 | Cc1cccc(C)c1N1CCN(S(=O)(=O)N2CCOCC2)CC1 | 2.7 | 2.3 | 12.0 | -46.1% | 4.4 | 18.8 | . | . | -80.4% | -0.603 | 0.644 | -0.207 | 1.33 | i | . | . | i | -1.2 |
| 9 | COc1ccc(S(=O)(=O)N2CCN(S(=O)(=O)c3ccc(C(F)(F)F)cc3)CC2)cc1C | 8.7 | 2.5 | 19.6 | -0.3% | 8.3 | 8.6 | 0.3 | 1466 | 1.2% | 0.953 | -0.168 | 0.825 | -0.383 | . | 0.3 | 1310 | i | 36.3 |
| 10 | Cc1ccccc1OCC(O)Cn1c(NCc2ccco2)nc2c1c(=O)[nH]c(=O)n2C (stereo unspecified) | 5.4 | 2.3 | 10.0 | 1.0% | 0.2 | -8.6 | -0.23 | 887 | -5.3% | -1.64 | 0.359 | -1.29 | 0.631 | i | -0.1 | 1021 | i | 3.2 |
| 11 | COc1cc(OC)c(NC(=O)Cn2cccc2)cc1Cl | 6.3 | 3.2 | 11.3 | 2.9% | -4.0 | -7.8 | 0.16 | 1278 | 8.7% | -0.276 | -0.388 | -0.287 | 0.423 | i | -1.0 | 970 | i | 8.8 |
| 12 | CC(=O)c1ccc(NC(=S)NCCc2ccccn2)cc1 | 1.1 | 3.2 | 5.4 | -6.4% | -16.9 | 11.5 | 0.67 | 1145 | -5.2% | -0.784 | -0.329 | -0.735 | 0.65 | i | . | . | i | -3.7 |
| 13 | CC(C)c1ccc(N(CC(=O)NCc2ccc(F)cc2)C(=O)c2csnn2)cc1 | 6.2 | 4.3 | 5.8 | 12.2% | 4.2 | -24.2 | -0.36 | 1433 | 10.7% | -0.536 | -0.149 | -0.103 | 0.292 | i | 0.4 | 1465 | i | -19.4 |
| 14 | CC1CN(CCOCCSc2ccccc2)CC(C)O1 (stereo unspecified) | 4.7 | 1.5 | 18.1 | 7.6% | 11.6 | 30.2 | -0.08 | 1373 | 4.4% | -0.665 | 0.000173 | 0.446 | -0.277 | i | -1.5 | 1014 | i | 10.4 |
| 15 | O=C(NN=C1CCCCC1)c1ccccc1OCc1ccc(F)cc1 | 0.9 | 2.9 | 4.1 | 8.3% | -0.8 | -8.0 | 0.45 | 1339 | 15.2% | -0.448 | -0.233 | -0.347 | 0.629 | i | -1.1 | 963 | i | 5.8 |
| 16 | O=C(CSCc1c(Cl)cccc1Cl)Nc1nccs1 | 2.5 | 0.8 | 10.2 | -6.3% | 9.5 | -15.5 | 0.79 | 1528 | -1.9% | -0.544 | -0.134 | -0.411 | -0.708 | i | 0.3 | 992 | i | 1.5 |
| 17 | O=C(CCN1C(=O)C2C3C=CC(C3)C2C1=O)Nc1ccc2ncccc2c1 (stereo unspecified) | 2.8 | 1.8 | 9.4 | -1.5% | 6.2 | 2.5 | -0.04 | 1170 | 1.0% | 1.77 | 0.266 | 1.53 | -2.14 | i | -0.3 | 1372 | i | -0.1 |
| 18 | Cc1cc(NC(=O)c2cc(-c3cccs3)nc3ccccc23)no1 | 24.1 | 15.3 | 60.0 | 8.7% | 11.0 | 7.1 | -0.2 | 1839 | 7.0% | 0.145 | -0.0599 | 0.443 | -0.682 | i | -1.4 | 1133 | . | . |
| 19 | O=C(CSc1ncnc2nc[nH]c12)c1ccc([N+](=O)[O-])cc1 | . | . | . | . | . | . | -0.22 | 1379 | . | 0.668 | 0.0558 | 0.351 | 0.0123 | i | -2.3 | 1154 | . | . |
| 20 | CCCn1nnnc1NCc1ccc(Cl)cc1Cl | 0.7 | 0.6 | 0.7 | 10.1% | 2.3 | -3.5 | -1.24 | 1441 | 1.9% | 0.854 | -0.269 | 0.627 | -0.664 | i | 2.8 | 1017 | i | 5.7 |
| 21 | CCOC(=O)c1sc(Nc2nc3cc4c(cc3s2)OCO4)cc1C | 4.4 | 2.1 | 6.3 | -21.7% | 0.4 | 8.7 | -0.5 | 1310 | -21.0% | -0.811 | -0.219 | -0.616 | 0.873 | i | 2.2 | 1056 | i | -1.5 |
| 22 | Cc1ccc(OCCC(=O)N2CCN(c3ccc(O)cc3)CC2)cc1 | . | . | . | . | . | . | -0.11 | 1005 | . | -0.983 | -0.301 | -0.588 | 2 | i | 0.0 | 1326 | . | . |
| 23 | O=C(/C=C/c1cccc(F)c1)Nc1nccs1 | 3.0 | 2.7 | 1.6 | 9.9% | 18.7 | -1.6 | -0.29 | 1589 | 6.7% | -0.682 | -0.186 | -0.565 | 0.779 | i | -0.7 | 1029 | i | -11.4 |
| 24 | CCOc1ccc(NC(=O)COn2nnc3ccc(S(=O)(=O)N4CCOCC4)cc32)cc1 | 2.1 | 2.1 | 1.4 | -1.1% | 4.3 | -8.9 | 0.06 | 1062 | 0.2% | 0.0569 | -0.228 | 0.0809 | 0.57 | i | 1.2 | 1085 | i | 10.7 |
| 25 | O=C(Nc1cccc(NC(=O)c2ccc(-c3cccc(Br)c3)o2)c1)c1ccco1 | 4.3 | 2.0 | 14.2 | 6.6% | 31.9 | 16.8 | . | . | 6.2% | -0.362 | -0.234 | 0.091 | 0.808 | i | . | . | i | -10.0 |
| 26 | O=C(N/N=C/c1ccc(Br)o1)/C(=C/c1ccc([N+](=O)[O-])cc1)NC(=O)c1ccccc1 | 3.4 | 2.2 | 5.4 | 6.4% | 3.7 | 8.3 | 0.41 | 1492 | 6.5% | -0.27 | -0.194 | 0.482 | 0.602 | i | 4.7 | 1415 | i | -14.9 |
| 27 | Cc1cc(-c2cccs2)nc(-n2cccc2)n1 | 1.0 | 0.8 | 3.7 | -0.9% | 29.3 | 25.9 | . | . | -0.5% | -0.332 | -0.179 | -0.476 | 0.183 | i | . | . | i | -8.6 |
| 28 | C/C(=N\Nc1nc2ccccc2nc1C)c1ccccc1O | . | . | . | . | . | . | -0.8 | 1402 | . | -0.0364 | -0.295 | -0.0435 | 0.757 | i | -1.1 | 1073 | . | . |
| 29 | C/C(Cl)=C\COc1cc(C)nc2c(Br)cccc12 | 2.1 | 2.5 | 8.6 | 6.1% | 34.8 | -6.1 | -0.15 | 1223 | 2.8% | -0.317 | -0.39 | -0.15 | 0.944 | i | -2.3 | 1023 | i | -5.4 |
| 30 | CCN(C(=O)c1c(C)cc(=O)oc1C)c1ccc2c(c1)OCO2 | 2.7 | 1.2 | 2.5 | -3.4% | 7.4 | -20.2 | 0.77 | 1577 | -0.4% | 0.322 | -0.159 | 1.02 | -0.711 | i | -2.6 | 875 | i | 4.0 |
| 31 | O=C(CN1CCN(S(=O)(=O)c2ccccc2[N+](=O)[O-])CC1)NC(=O)NCc1ccco1 | 2.8 | 3.4 | 3.6 | -4.3% | -17.6 | 4.0 | 0.16 | 1180 | -4.8% | -3.63* | -0.267* | -1.63* | 0.179* | i | -3.5 | 1111 | i | -6.1 |
| 32 | Cc1ccc2cc(CN(CC(C)C)C(=O)C3CCCO3)c(=O)[nH]c2c1 (stereo unspecified) | 3.1 | 0.7 | 36.0 | -6.4% | -0.7 | 2.1 | 0.43 | 1807 | -5.5% | 0.529 | -0.248 | 0.606 | -0.14 | i | -2.0 | 1069 | i | -0.9 |
